# High-throughput results as filed in PubChem.
# HCV NS3 hel inh – inhibitors of HCV NS3 helicase, primary screen, biochemical, Cy5 molecular beacon fluorescence; actives 0.56% (n = 290,000); NS3 helicase DNA unwinding; inhibition, % at 10.9 µM; Hepatitis C virus NS3 helicase; AID 1800, 2009;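 active means inhibition above the mean of all tested compounds plus 3 SD, set per campaign, cut at about 35% in these data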;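 further: 0% = DMSO wells and 100% = thioflavine S control wells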
#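 System: Hepatitis C virus NS3 helicase domain fragment enzyme | Reagent: Annealed dual-labelled DNA beacon duplex, ATP-started | Compound dosing: 10.9 µM single point, 0.8% DMSO | Incubation: 1 h reaction at 25 °C, ATP-initiated | Technique: Cy5 fluorescence | Evaluation: Percent inhibition from t60/t0 fluorescence ratio | Benchmarks: Low DMSO, high thioflavine S at 110 µM | Replication: Singlicate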
# FID counter – compounds displacing fluorescent DNA intercalator, primary screen, artefact control for HCV NS3 helicase inhibitor project, biochemical, FID fluorescence. actives 0.17% (n = 290,000). DNA fluorescent intercalator displacement. inhibition, % at 7.9 µM; in the data active means inhibition above about 37%;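 further: 0% = vehicle and 100% = reference compound; higher means more ethidium bromide displaced from hairpin DNA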
# pCIP destab – p/CIP-EGFP fusion destabilizers, primary screen, fluorescence, F442A cells | AID 1984, 2009 | Q05BA5 | 16 h | actives 0.01% (n = 290,000) | decrease of EGFP signal, % at 10 µM;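 active means EGFP signal decrease of at least 30% at 10 µM or well 3 SD below plate mean, unless failing retest; inactive means the rest, including hits failing retest or dose response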; further: some compounds called inactive have numbers as strong as hits; many of its hits are not listed in these tables
# Target sequence (Q05BA5 1-1403): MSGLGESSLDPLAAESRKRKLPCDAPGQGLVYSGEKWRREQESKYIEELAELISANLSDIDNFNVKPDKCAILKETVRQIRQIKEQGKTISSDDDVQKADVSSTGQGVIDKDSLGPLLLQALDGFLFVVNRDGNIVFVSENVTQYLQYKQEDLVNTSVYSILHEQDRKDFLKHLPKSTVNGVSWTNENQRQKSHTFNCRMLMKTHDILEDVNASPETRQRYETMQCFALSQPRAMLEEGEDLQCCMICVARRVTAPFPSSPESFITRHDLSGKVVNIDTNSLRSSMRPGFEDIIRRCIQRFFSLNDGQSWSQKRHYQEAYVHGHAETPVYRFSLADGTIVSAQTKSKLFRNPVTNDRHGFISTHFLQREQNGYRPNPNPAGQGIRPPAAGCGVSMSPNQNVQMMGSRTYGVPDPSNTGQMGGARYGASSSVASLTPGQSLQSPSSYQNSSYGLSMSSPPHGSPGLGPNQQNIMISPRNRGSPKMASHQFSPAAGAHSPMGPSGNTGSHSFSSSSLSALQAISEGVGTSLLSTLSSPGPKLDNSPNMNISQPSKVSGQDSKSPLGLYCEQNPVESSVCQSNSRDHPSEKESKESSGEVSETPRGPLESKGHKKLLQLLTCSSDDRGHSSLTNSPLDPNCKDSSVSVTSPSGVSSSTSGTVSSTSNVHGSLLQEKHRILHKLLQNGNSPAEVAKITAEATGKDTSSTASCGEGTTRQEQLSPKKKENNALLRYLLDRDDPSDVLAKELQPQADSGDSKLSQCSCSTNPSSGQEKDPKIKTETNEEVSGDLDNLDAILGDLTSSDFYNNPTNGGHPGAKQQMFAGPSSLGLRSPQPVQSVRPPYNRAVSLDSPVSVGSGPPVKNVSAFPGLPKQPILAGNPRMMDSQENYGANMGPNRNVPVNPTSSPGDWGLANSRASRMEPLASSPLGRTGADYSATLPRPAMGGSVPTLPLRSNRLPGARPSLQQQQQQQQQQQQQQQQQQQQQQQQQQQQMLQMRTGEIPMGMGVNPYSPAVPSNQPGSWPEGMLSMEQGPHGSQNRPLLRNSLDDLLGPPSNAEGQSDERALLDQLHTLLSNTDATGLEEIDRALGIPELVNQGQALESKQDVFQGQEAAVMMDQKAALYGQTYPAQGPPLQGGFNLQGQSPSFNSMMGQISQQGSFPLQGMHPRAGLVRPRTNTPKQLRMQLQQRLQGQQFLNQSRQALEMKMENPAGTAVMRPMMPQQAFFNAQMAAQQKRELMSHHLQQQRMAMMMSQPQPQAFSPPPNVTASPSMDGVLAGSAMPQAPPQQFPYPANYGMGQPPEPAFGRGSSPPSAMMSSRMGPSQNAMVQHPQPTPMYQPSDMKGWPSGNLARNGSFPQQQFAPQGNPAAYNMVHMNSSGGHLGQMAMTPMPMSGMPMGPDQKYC
# IDE cell activ – human IDE activators in live cells, primary screen, fluorescence polarization, HEK cells, FAbeta-B substrate; FAbeta-B cleavage; 0% vehicle, 100% cell-free pure enzyme wells; actives 0.073% (n = 340,000); activation, % at 5.96 µM; Insulin-degrading enzyme (Homo sapiens), P14735; AID 493087, 2011;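 active means activation above the mean of all tested compounds plus 3 SD, set per screening campaign, cut at about 17% in these data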
# VIM-2 inhibitor – VIM-2 metallo-beta-lactamase inhibitors, primary screen, biochemical, epi-absorbance readout, Pseudomonas aeruginosa enzyme. purified VIM-2, nitrocefin hydrolysis, epi-absorbance fluorescence. inhibition, % at 5.6 µM. actives 0.89% (n = 290,000). AID 1527, 2009;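 active means inhibition above the mean of all tested compounds plus 3 SD, cutoff set per screening run, cut at about 7.5% in these data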;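 further: red hydrolysis product quenches plate fluorescence so inhibitors raise well fluorescence; 0% = enzyme with DMSO and 100% = DMSO without enzyme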
# IDE cell inh – human IDE inhibitors in live cells, primary screen, fluorescence polarization, HEK cells, FAbetaB substrate; Insulin-degrading enzyme (Homo sapiens), P14735; FAbetaB cleavage; inhibition, % at 5.59 µM; actives 0.41% (n = 320,000); AID 434962, 2010;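 active means percent inhibition above the average of all tested compounds plus 3 SD, set per screening campaign, cut at about 16% in these data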;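 further: IDE supplied by intact live HEK cells; FP after avidin binding of uncleaved biotin substrate so inhibition keeps polarization high; 0% = DMSO wells and 100% = 60 µM reference IDE inhibitor Ii1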
# M18AAP inhibitor – PfM18AAP inhibitors, malaria aminopeptidase, primary screen, biochemical, QFRET, recombinant enzyme | actives 1.2% (n = 290,000) | M18 aspartyl aminopeptidase (Plasmodium falciparum 3D7) | H-Glu-NHMec fluorogenic cleavage | inhibition, % at 7.35 µM;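 active means inhibition above the campaign mean inhibition over all tested compounds plus 3 SD, cut at about 28% in these data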;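 further: 0% = plate median of test compound wells and 100% = 2 mM ZnCl2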
# SUMO HTRF inh – inhibitors of in vitro SUMOylation cascade, primary screen, biochemical, HTRF, uHTS. actives 0.36% (n = 290,000). HTRF SUMOylation assay, SAE1/SAE2 + UBC9. SUMO-conjugating enzyme UBC9 (Homo sapiens), P63279. AID 2006, 2009. inhibition, % at 35 µM; in the data active means inhibition above about 50%, passing the limit was not always enough; further: strong numbers were not always called active
# IMP-1 inh – IMP-1 metallo-beta-lactamase inhibitors, primary screen, biochemical, epi-absorbance readout, Pseudomonas aeruginosa enzyme | metallo-beta-lactamase IMP-1 (Pseudomonas aeruginosa) | purified IMP-1, nitrocefin hydrolysis, epi-absorbance fluorescence | inhibition, % at 5.6 µM | actives 0.45% (n = 290,000) | AID 1556, 2009;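 active means inhibition above the mean plus 3 SD of all compounds in the same screening run, cut at about 4.5% in these data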;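 further: 0% = IMP-1 with DMSO and 100% = DMSO wells lacking enzyme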
#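 System: Purified IMP-1 | Read-out basis: Percent enzyme inhibition | Controls: IMP-1 with DMSO as 0%, enzyme-free DMSO as 100% | Replicates: One well per compound | Doses: 5.6 µM nominal single concentration | Detection: Epi-absorbance fluorescence, 480 nm excitation, 530 nm emission | Incubation: 25 °C, 15 min preincubation, 25 min reaction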
# An asterisk follows results filed as active; . = not tested or not shown. Random draw from the library. Share with any hit: about 3.6%.
# Value order: IDE cell activ, IDE cell inh, VIM-2 inhibitor, M18AAP inhibitor, pCIP destab, HCV NS3 hel inh, FID counter, IMP-1 inh, SUMO HTRF inh
> CC(=O)N1CCCN(Cc2nc(C3(c4ccc(C)cc4)CCCC3)no2)CC1
 : 2, 0, 0.3, -6, -3, -24, -30, -1.5, 13
> Cc1cccc(OCCCC(=O)Nc2ccc(S(=O)(=O)N3CCCC3)cc2)c1
 : 6, 7, -3.1, -2, -11, -4, -25, -4.7, 4
> OC(COc1ccc(F)cc1)CN1CCN(c2ccccc2F)CC1 (stereo not given)
 : 1, 0, -2.0, 2, -3, -23, 1, -2.3, 0
> Clc1ccc(Nc2ccccc2)nn1
 : 9, -2, -4.0, 0, -18, -4, 2, -3.0, 6
> N#C/C(=C\N1CCOCC1)C(N)=O
 : ., -1, -3.8, -2, -4, -4, 1, -3.0, 19
> Nc1cc(-c2ccccc2)n2c(n1)nc1ccccc12
 : -4, 9, 6.8, 5, -4, -4, 0, -4.3, 13
> COc1ccc(C(CC(=O)O)NC(=O)C2CCCCC2)cc1 (stereo not given)
 : -2, -3, -3.6, 0, -6, 6, -1, -2.3, 4
> FC(F)(F)c1cccc(N2CCN(Cc3cccnc3)CC2)c1
 : 0, 8, 1.9, -13, -20, -4, 0, -0.5, -6
> CCOC(=O)C1CN(S(=O)(=O)c2ccccc2)C1
 : -2, -3, -0.9, -2, -6, 2, -1, -1.9, -6
> CC(=O)c1cc(Cl)ccc1OC(=O)c1ccco1
 : 2, 3, -3.9, 4, -16, 7, 0, -1.6, 3
> N#Cc1nc(COc2ccccc2)oc1N1CCCCCC1
 : 4, -1, -3.0, 7, 2, 7, -18, -5.3, 17
> O=C(NCc1ccccc1)C1=C[C@@H](c2csc3ccccc23)C[C@@H](OCCCCO)O1
 : ., 6, -1.7, 4, -20, 0, -18, -0.7, -3
> O=C(ONc1ccc(N=NC(=O)c2ccccc2O)cc1)c1ccccc1
 : 3, 1, -3.0, 12, 6, 8, -2, -4.2, 2
> O=C1CCC([N+](=O)[O-])C(c2ccc(Br)cc2)N1 (stereo not given)
 : 7, -1, -2.4, -7, -3, 2, 1, -2.1, 2
> COc1ccc(C(=O)NCCn2cc(SCC(=O)N3CCOCC3)c3ccccc32)cc1
 : -7, 2, -2.7, -1, -4, -1, -30, -2.3, 12

# 7 structures from above, ordered by heavy-atom count, ascending.
# Value order: IDE cell activ, IDE cell inh, VIM-2 inhibitor, M18AAP inhibitor, pCIP destab, HCV NS3 hel inh, FID counter, IMP-1 inh, SUMO HTRF inh
> N#C/C(=C\N1CCOCC1)C(N)=O
 : ., -1, -3.8, -2, -4, -4, 1, -3.0, 19
> O=C1CCC([N+](=O)[O-])C(c2ccc(Br)cc2)N1 (stereo not given)
 : 7, -1, -2.4, -7, -3, 2, 1, -2.1, 2
> CC(=O)c1cc(Cl)ccc1OC(=O)c1ccco1
 : 2, 3, -3.9, 4, -16, 7, 0, -1.6, 3
> Nc1cc(-c2ccccc2)n2c(n1)nc1ccccc12
 : -4, 9, 6.8, 5, -4, -4, 0, -4.3, 13
> COc1ccc(C(CC(=O)O)NC(=O)C2CCCCC2)cc1 (stereo not given)
 : -2, -3, -3.6, 0, -6, 6, -1, -2.3, 4
> FC(F)(F)c1cccc(N2CCN(Cc3cccnc3)CC2)c1
 : 0, 8, 1.9, -13, -20, -4, 0, -0.5, -6
> OC(COc1ccc(F)cc1)CN1CCN(c2ccccc2F)CC1 (stereo not given)
 : 1, 0, -2.0, 2, -3, -23, 1, -2.3, 0

# Additional records:
# Value order: IDE cell activ, IDE cell inh, VIM-2 inhibitor, M18AAP inhibitor, pCIP destab, HCV NS3 hel inh, FID counter, IMP-1 inh, SUMO HTRF inh
> CC(=O)Nc1ccc(NC(=O)CSc2nnc(-c3ccccc3)n2Cc2ccc3c(c2)OCO3)cc1
 : -1, 3, -5.7, 3, -2, 2, -35, -3.6, -4
> O=[N+]([O-])c1ccccc1Oc1cnc2ccccc2n1
 : 3, 8, -2.9, 3, 5, -3, 0, -1.7, 8
> CCOC(=O)c1c(NC(=O)Cn2nc(C(F)(F)F)cc2C)sc(C)c1C
 : 1, 1, -2.3, -4, -4, 1, 3, -4.4, -16
> CC1(C)CC(=O)c2cnc(N)nc2C1
 : -3, 4, -1.9, 3, -19, 3, -3, -2.4, 6
> Cc1ccccc1CN1CCC(N2CCC(C(=O)NCC3CCCO3)CC2)CC1 (stereo not given)
 : 3, 0, -2.1, 4, -3, -6, 3, -2.9, 0
> Cc1ccc(-c2n[nH]c(=O)c3ccccc23)cc1S(N)(=O)=O
 : -12, 5, 1.2, -8, 4, -2, -3, -1.2, -1
> Cc1cc(C)cc(N(CC(=O)NC2CCCC2)C(=O)c2csnn2)c1
 : 1, -1, 0.3, -4, -2, 11, -18, -0.4, -4
> O=C1CC(=O)NC(SCC(=O)Nc2ccccc2[N+](=O)[O-])=N1
 : 1, -1, -2.5, 9, -3, 14, -13, -1.0, 16
> CC(C)(C)C(=O)Nc1ccc(C(=O)OC2CCCCC2)cc1
 : 3, -3, -5.7, -7, -8, -1, -8, -2.8, 16
> C=CCNC(=O)CSc1cc([N+](=O)[O-])cc(S(=O)(=O)Cc2ccccc2)c1
 : -8, 4, -1.3, -1, -7, 5, 0, -3.0, 34
> C/C(=N\NC1=NCCN1)c1ccc(N)c([N+](=O)[O-])c1
 : -1, -7, 3.2, -1, 17, 6, 16, -0.7, 29
> O=C(NCCCN1CCOCC1)c1cc(Cl)ccc1OCc1ccccc1
 : 3, 9, -2.4, 11, -2, 22, 18, -1.6, -10
> O=C(O)CCN1C(=O)c2ccc(NC(=O)c3ccco3)cc2C1=O
 : 3, -1, -2.8, -9, -8, 9, -1, -1.9, 14
> CCOc1cc2c(C#N)c(N3CCNCC3)nc(N)c2c(N)n1
 : 3, 2, 8.7*, 7, -12, -2, 2, -1.9, 87*
> Cc1cc(NC(=O)c2cccc(S(=O)(=O)N3CCCC3)c2)no1
 : 3, 2, -1.3, -2, -6, 9, 1, -4.1, 15

# Carrying on.
# Value order: IDE cell activ, IDE cell inh, VIM-2 inhibitor, M18AAP inhibitor, pCIP destab, HCV NS3 hel inh, FID counter, IMP-1 inh, SUMO HTRF inh
> O=C(C(Sc1ccccc1)c1ccccc1)N1CCOCC1 (stereo not given)
 : 4, 1, -1.1, -2, -4, -2, -3, -4.5, 0
> Cc1cc(-c2cccs2)nc(-n2cccc2)n1
 : 2, 4, -4.4, 0, -13, -3, 1, -1.5, 45
> CC(=O)C1=C(C)NC(=O)NC1c1cc(Br)ccc1OCC#N (stereo not given)
 : 0, 7, -0.9, 1, -14, 1, 3, -3.9, 7
> Cc1ccsc1/C=C1\SC(N2CC(C)OC(C)C2)=NC1=O (stereo not given)
 : 3, 6, -2.1, -2, -10, -2, -16, -0.8, -6
> Cn1cc(Cl)c(C(=O)NC(=S)Nc2sc3c(c2C#N)CCCCC3)n1
 : -9, 5, -2.1, -7, -16, 2, 1, -1.1, 18
> CCC(=O)Oc1oc(-c2ccccc2)nc1C=Nc1ccc(C)cc1
 : 5, -5, -1.1, 1, -5, -4, -3, -3.2, 15
> Oc1ccc(Br)cc1CNc1nccs1
 : 4, -3, -0.6, -7, 4, 9, -3, -2.7, -7
> Cc1nn(CC(=O)N2CCN(C)CC2)c(=O)c2ccccc12
 : 12, 1, -2.3, 6, -6, -5, -1, -1.3, 7
> Cc1c(Cl)cccc1NC(=O)Nc1ccc(C(N)=O)cc1
 : 2, 5, -3.4, 0, -5, -5, 5, -3.5, 19
> CN(C(=O)CC1C(=O)NCCN1Cc1ccoc1)C1CCOCC1 (stereo not given)
 : 6, -1, -3.1, 4, -8, -3, -2, -2.6, 1
> CC(=O)Nc1ccccc1NC(=O)C/C(C)=N/NC(=O)C1CCCCC1
 : 0, 0, -0.9, 12, 3, -7, -15, -2.5, 25
> CCOC(=O)c1c(C)[nH]c(C(=O)OCc2ccc([N+](=O)[O-])cc2)c1C
 : 2, 7, -0.3, -2, 2, -14, -2, -2.1, -4
> CC(C)CC(=O)Nc1ccnn1C1CCN(C(=O)c2ccc(Cl)cc2F)CC1
 : 3, -4, -1.0, -3, -5, 6, -20, -1.2, 10
> CCCNC(=O)c1ccc2c(c1)ncn2-c1cc(C)cc(C)c1
 : -1, 5, 2.0, -6, 9, -10, -28, -3.7, 10
> OC1COC(OCc2ccccc2)C(O)C1O (stereo not given)
 : 3, 4, -0.1, 6, -4, 12, 0, -2.1, 9

# Next results
# Value order: IDE cell activ, IDE cell inh, VIM-2 inhibitor, M18AAP inhibitor, pCIP destab, HCV NS3 hel inh, FID counter, IMP-1 inh, SUMO HTRF inh
> CC(C)(C)C(=O)Nc1ccnc(-c2cccnc2)n1
 : ., ., -2.4, 6, 0, 12, -7, -2.8, -6
> O=C(Cc1ccc(Br)cc1)N1CCN(c2ccccc2O)CC1
 : -5, 4, -2.7, 10, -11, 1, -16, -2.3, -3
> CN(C(=O)c1ccc(OC2CCN(CCc3ccccc3)CC2)cc1)C1CCOC1 (stereo not given)
 : 5, 2, -4.4, 1, -12, 5, 13, -1.1, 4
> CCOCCN(C(=O)COC)c1cccc(OC)c1
 : 3, 0, -1.3, -9, -12, -1, 5, -2.1, 16
> CCOC(=O)C1CN(S(=O)(=O)c2cc(OC)ccc2OC)C1
 : 1, 1, -1.0, -4, 0, 1, -2, 0.6, 12
> COc1ccc(S(=O)(=O)N2CC(C)N(C(=O)N3CCOCC3)C2)cc1 (stereo not given)
 : 3, -2, 1.2, 9, 1, 5, -12, -1.3, -10
> OC(CNCc1ccco1)COc1ccccc1 (stereo not given)
 : 2, ., -2.8, 1, -4, 0, -2, -1.9, -3
> COc1cc(S(=O)(=O)NC2CCSc3ccccc32)ccc1NC(C)=O (stereo not given)
 : 0, -1, 1.6, -16, -27, -5, -23, 0.2, -10
> Cc1ccc(NC(=S)NNC(=S)NCc2ccccc2)cc1
 : 2, -1, -4.2, 8, -5, -9, -3, -3.2, -7
> Cn1nc(C(=O)OCc2ccc(F)cc2)c2ccccc2c1=O
 : 4, 4, -0.4, 3, -4, -2, -2, -2.9, -4
> O=S(=O)(Cc1ccccc1)NCC1CCCN(Cc2ccc(F)c(F)c2)C1 (stereo not given)
 : -1, -1, -3.0, 1, 7, -11, 6, -1.1, -14
